Screens (PubChem)
TIM10 inh: TIM10 yeast growth inhibition | S. cerevisiae TIM10 strain growth, BacTiter-Glo luminescence, 24 h | 330,000 compounds, 1.4% hits | inhibition, % at 10 µM;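 active = inhibition of 40% or more at the single tested concentration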;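 note: wild-type TIM10 isogenic control strain grown at permissive 25 °C; 0% = DMSO yeast wells and 100% = minimal medium wells without yeast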
NALP3 yeast inh: inhibitors of NALP3 inflammasome in yeast | Yeast reconstituted NLRP3/ASC/caspase-1, beta-gal luminescence, 24 h | inhibition, % at 10 µM | AID 2825 | 330,000 compounds, 0.39% hits;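 active = inhibition of 50% or more; inactive = inhibition below 50%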;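 note: plate controls were induced DMSO wells for no effect and uninduced yeast grown without galactose for full effect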
APJ ag: activates the human apelin receptor APJ; activation, % at 20 µM; 330,000 compounds, 0.11% hits; CHO-K1 APJ PathHunter beta-arrestin, luminescence; 0% DMSO wells, 100% apelin; AID 2520; P35414;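 active = activation more than six SD over the plate average, tested at 20 µM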;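 note: 0% = DMSO alone and 100% = apelin-13 at 10 nM; some results filed as inactive read as strong as hits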
Target sequence (P35414 whole entry, looked up): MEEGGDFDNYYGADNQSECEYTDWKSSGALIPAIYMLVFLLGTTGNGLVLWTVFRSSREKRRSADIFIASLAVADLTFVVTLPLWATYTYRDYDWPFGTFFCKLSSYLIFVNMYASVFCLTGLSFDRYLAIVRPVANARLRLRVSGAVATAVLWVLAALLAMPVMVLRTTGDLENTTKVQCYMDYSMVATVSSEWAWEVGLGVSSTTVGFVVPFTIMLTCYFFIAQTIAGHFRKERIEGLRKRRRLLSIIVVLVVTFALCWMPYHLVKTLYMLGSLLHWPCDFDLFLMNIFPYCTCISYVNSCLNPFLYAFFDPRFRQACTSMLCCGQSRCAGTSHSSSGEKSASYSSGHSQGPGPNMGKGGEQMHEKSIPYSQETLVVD
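assay system = CHO-K1 APJ beta-arrestin complementation cell line | input = cell density 1000 per well | dosing = compound 20 µM once, DMSO 1% | timing = compound 90 min 25 °C, reagent 1 h | measured by = luminescence from split beta-galactosidase complementation, Galacton Star/Emerald II substrate | read-out basis = APJ agonist activity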
tim10-1 inh: growth inhibitors of tim10-1 mutant yeast | S. cerevisiae tim10-1 ts strain growth, BacTiter-Glo, 24 h | inhibition, % at 20 µM | 330,000 compounds, 2.2% hits;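 active = inhibition of at least 40%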;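 note: mutant grown at 25 °C; 0% = DMSO wells with yeast and 100% = wells holding no yeast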
GRIN3A LBD mod: NR3A (human) ligand-binding domain modulation; 340,000 compounds, 2.5% hits; AID 1259313; NR3A LBD differential scanning fluorimetry, Tm shift; 0% = protein alone, 100% = glycine-bound protein; Tm shift relative to glycine control, % at 25 µM;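 active = melting temperature shift of at least 10% of the positive control shift, at one fixed dose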
MPTP block: inhibitors of mitochondrial permeability transition pore. isolated mouse mitochondria, Ca2+ swelling absorbance, 30 min. inhibition, % at 10 µM. 360,000 compounds, 1.4% hits;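 active = inhibition of 50% or more, scaled per plate between neutral and stimulator controls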;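 note: 0% = DMSO wells given calcium and 100% = 1 mM EGTA wells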
tim23-1 inh: inhibits growth of tim23-1 mutant yeast; S. cerevisiae tim23-1 growth, BacTiter-Glo luminescence, 24 h; inhibition, % at 20 µM; 330,000 compounds, 1.3% hits; AID 463212;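 active = growth inhibition of the mutant yeast at or above 50%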;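 note: temperature-sensitive mutant grown at 25 °C; plate controls were DMSO-treated mutant yeast for no effect and medium wells lacking yeast for full effect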
beta cell repl: MIN6 beta-cell proliferation induction | MIN6 cells proliferation, ATPlite luminescence, 48 h; cells starved in 0.2% serum; 100% = growth in 10% serum | proliferation, % at 10 µM | 330,000 compounds, 0.29% hits;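 active = compounds whose signal lies at least 3.5 SD above the mean of all wells on their plate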;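 note: 0% = DMSO-treated cells in low-serum medium and 100% = 10% serum control; some compounds called inactive have numbers as strong as hits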
APJ antag: APJ receptor antagonism; inhibition, % at 20 µM; P35414; CHO-K1 APJ beta-arrestin complementation, luminescence; 330,000 compounds, 0.32% hits;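 active = inhibition above about 40% at 20 µM, limit read from the data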;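 note: cells challenged with 10 nM apelin-13 agonist together with compound; plate controls were apelin-13 plus DMSO wells for no effect and DMSO wells lacking apelin-13 for full effect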
* = called active by the depositor; · = not tested or not shown; & = joins results of further samples; ! = not confirmed by another sample.

Screens in order: tim10-1 inh, APJ ag, APJ antag, MPTP block, GRIN3A LBD mod, tim23-1 inh, NALP3 yeast inh, TIM10 inh, beta cell repl
CCCCN(CCCC)CCNC(=O)CSCc1ccc(C)cc1
 : -5.5, -7.2, -2.7, 1.3, 0.7, 9.4, 4.7, -14.9, -2.6
O=C1N[C@H]2CC=C[C@H]2Nc2ccccc21
 : -4.6, ·, ·, -2.1, -2.0, 26.6, ·, -2.4, ·
O=C(N/N=C1\CCCc2c1[nH]c1ccc([N+](=O)[O-])cc21)c1ccncc1
 : 4.9, 0.6, -8.1, ·, ·, -3.0, 5.8, 10.6, 1.0
Cc1ccc2nc(-c3ccc(NC(=O)COC(=O)c4ccc([N+](=O)[O-])o4)cc3)sc2c1
 : 25.6, 0.8, -13.3, -0.7, -1.1, 19.7, 12.1, 12.3, 0.0
Cc1ccc(Nc2nc(N)c([N+](=O)[O-])c(N3CCC(C)CC3)n2)cc1C
 : 7.6, -0.8, 1.3, 6.6, -7.1, 31.7, 14.4, 13.1, 0.0
CC(=O)N1CCCc2cc(S(=O)(=O)N3CCCC(C(=O)Nc4cc(C)ccc4C)C3)ccc21 (stereo unspecified)
 : 26.8, -0.8, 6.7, -1.9, 2.0, 20.6, 13.2, 2.7, -0.8
CC1=CC(C)C(C[N+]2(C)CCCCC2)C(C)C1 (stereo unspecified)
 : 8.3, -1.8, 14.2, 0.4, 1.2, -1.1, -8.3, 1.9, -3.0
COC(=O)Cc1c(C)nc2nc(NCc3cccc([N+](=O)[O-])c3)[nH]n2c1=O
 : 0.5, -2.6, -17.9, -0.1, 0.9, -4.3, 14.1, -2.2, -0.8
Cc1noc(C)c1NC(=O)Nc1cccc2c1O[C@H](CN(C)S(C)(=O)=O)[C@@H](C)CN([C@H](C)CO)C2=O
 : -2.7, -2.0, 4.3, -2.0, -0.8, -6.8, 0.9, -2.8, -1.4
COC(=O)N/N=C(\C)c1ccccc1OC(F)F
 : 7.1, 0.0, 8.5, -1.1, -5.0, 4.6, 13.1, -5.5, 0.3
COc1cc(C(=O)NCC(c2ccccc2)N(C)C)ccc1OCC(=O)N1CCOCC1 (stereo unspecified)
 : -4.9, -4.4, -3.3, -1.8, 0.8, -2.6, 16.4, 4.5, 0.2
CCN1CCN(C(=O)NS(=O)(=O)c2ccc(C)cc2)CC1
 : 14.9, -1.5, -33.7, -0.1, 0.0, 6.6, 6.8, -2.7, 1.8
OCCSc1nc(-c2ccccc2)nc2c1CCC2
 : 20.8, -2.2, 10.4, 3.4, -1.8, -9.5, 41.6, 14.4, 1.2
O=C(NC1CC1)C1CCN(S(=O)(=O)c2cc(Cl)ccc2Cl)CC1
 : 3.2, -3.1, -8.1, -1.2, 0.9, 3.4, 21.6, -19.2, -0.9
CCCN(CCC)CCNC(=O)c1cn(C)c(=O)c2c1c1ccccc1n2C
 : -1.4, -1.5, 9.8, 0.1, 2.2, 2.9, 5.6, 11.5, -2.6
CCOC(=O)c1[nH]c2cc3c(cc2c1NC(=O)CN1CCC2(CC1)OCCO2)OCO3
 : 20.3, 1.5, -14.4, -1.2, -2.2, 3.5, 11.1, 10.9, -1.4
Cn1c(C(=O)NCCCN2CCN(c3ccccc3F)CC2)cc2c(=O)[nH]c3ccccc3c21
 : 8.7, -6.2, 2.5, -0.3, 16.8*, 15.5, 18.1, 6.8, -3.0
C[C@H](CO)N1C[C@H](C)[C@@H](CN(C)C(=O)Nc2ccc(F)cc2)Oc2ccc(NS(C)(=O)=O)cc2C1=O
 : 2.0, -1.9, 7.6, -2.1, -2.5, -5.3, -14.5, -1.1, 0.7
Cc1ccc(S(=O)(=O)N2CCCCC2)cc1NC(=O)COC(=O)c1ccc(O)cc1
 : 1.9, -4.3, -4.3, -0.2, -4.0, 11.4, 6.1, 15.9, 0.1
O=C(c1cc(C2CC2)nn1-c1ccccc1)N1CCN(c2ccc(O)cc2)CC1
 : 32.2, 5.0, -9.9, -0.4, 1.8, 24.5, -1.2, 18.7, -2.5
CCN(CC)S(=O)(=O)c1cccc(-c2nnc(SCC(=O)NC)n2CCc2ccccc2)c1
 : 11.0, -3.7, 16.3, 1.8, -0.4, -1.8, -9.4, 14.2, -6.1
O=C(O)CNc1ccc(S(=O)(=O)C(F)(F)F)cc1[N+](=O)[O-]
 : 8.5, 3.0, -11.4, 46.1, -1.4, 15.5, 10.5, -0.3, 0.7
O=C(CN1CCC(n2nnc3cc(C(F)(F)F)ccc32)CC1)Nc1ccc2c(c1)CCC2
 : 20.6, -3.6, 21.4, -0.7, -1.6, 21.9, 22.0, 34.6, -5.7
O=C(NCCN1CCN(C(=O)c2ccc([N+](=O)[O-])cc2)CC1)C(=O)NCc1ccccc1
 : 22.2, -1.1, -7.3, -0.1, -2.4, 8.6, 1.7, 0.0, 0.0
CCOC(=O)c1ccc(S(=O)(=O)N2CCN(C3CCCC3)CC2)cc1
 : 3.8, 2.1, -4.7, -0.9, -0.4, 5.4, 8.8, -10.5, 2.6
COc1ccccc1C(=O)N/N=C(\C)c1ccc(NC(=O)C2CC2)cc1
 : -0.7, -2.3, 3.8, -0.2, -24.6, 2.4, -8.4, 10.1, 0.0
COCCCN1C(=O)c2ccc(C(=O)Nc3cccc(OC)c3)cc2C1=O
 : -15.6, -2.7, 3.2, 0.0, 2.4, -2.9, 9.9, 16.5, 0.9
Cc1ccccc1NCC(=O)Nc1cc(S(=O)(=O)N2CCCCC2)ccc1C
 : 13.2, -4.5, 24.4, -0.2, -1.3, 15.7, 9.9, 17.5, -2.9
COc1cc(OC)cc(C(=O)Nc2ccc(-n3cnnn3)c(C)c2)c1
 : 6.8, 2.6, 15.1, 16.8, -1.1, 4.9, -8.7, 6.4, 0.5
CCCCC(=O)Nc1ccc(N2CCN(S(C)(=O)=O)CC2)cc1
 : 10.9, -1.4, 4.9, -1.8, 1.5, 11.6, 3.5, 1.1, 3.3
O=C(NC1CC1)C1=C[C@@H](c2ccccc2)C[C@@H](OCCCCO)O1
 : -2.9, -3.9, 17.6, -0.3, -1.2, 0.1, 10.2, 9.5, 0.8
CC1CCN(S(=O)(=O)c2ccc3c4c2CC(=O)N4CC(C)S3)CC1 (stereo unspecified)
 : 36.2, 8.3, -79.1, 0.5, 2.6, 47.7, 18.3, 30.7, -3.7
Cc1nc2c(o1)CCc1ccccc1C2N1CCN(C)CC1 (stereo unspecified)
 : 13.9&3.8, -7.3&-4.0, 15.3&-2.9, -0.9&-1.4&-0.3, 13.0*!, 11.5&2.7, 9.3&4.3, 13.4&-1.5, -1.8&-1.9
O=C(CN1C(=O)NC(Cc2ccccc2)C1=O)Nc1ccccc1 (stereo unspecified)
 : 8.2, 2.0, 5.9, 0.6, 0.1, 5.8, -13.9, -8.7, -2.3
COc1ccc(NC(=S)N(CCCN2CCCC(C)C2)Cc2cccs2)cc1 (stereo unspecified)
 : 8.5, -2.6, 1.5, 1.2, -1.2, 5.6, 10.3, -16.7, -3.1
CC(C)CC(CC(C)C)=NNC(=O)c1ccc2c(c1)OCO2
 : 15.7, -3.2, -33.4, -0.6, -1.4, 19.5, 12.5, -12.4, -2.8
CCS(=O)(=O)NCC(c1ccco1)N1CCN(c2ccccc2)CC1 (stereo unspecified)
 : -5.7, -0.6, 9.4, 0.2, -7.7, 11.0, 18.5, 11.4, -1.3
CCOC(=O)c1c(NC(=O)C(=O)N/N=C(\C)c2ccc(OC)cc2)sc2c1CCCCC2
 : 5.6, -5.1, 3.5, 3.6, -2.9, 3.7, -0.5, 2.1, -2.2
Cn1c(SCC(=O)NNC(=O)Cc2ccccc2)nc2ccccc2c1=O
 : 3.2, -1.8, 9.0, 0.6, 0.1, 0.0, -7.9, 10.4, 0.3
CC1CC(C)(C)CC2(C1)NC(=O)N(CC(=O)NCCc1ccc3c(c1)OCCO3)C2=O (stereo unspecified)
 : -0.4, 0.5, -27.2, -1.2, 1.9, 20.8, 16.5, -5.5, 1.4
CC(=O)C1=C(O)C(=O)N(c2ccc(O)cc2)C1c1ccccc1 (stereo unspecified)
 : 2.5, -1.7, 6.7, 0.9, 3.3, -7.1, 7.4, -5.2, -0.8
O=C(NCCSc1ccccc1)c1ccco1
 : 10.4, 6.7, -11.2, -1.0, 0.7, 12.3, 14.9, -0.5, 0.3
Oc1ccccc1-c1nc(NCc2ccco2)c2ccccc2n1
 : 26.4, 0.2, 11.3, 21.8, 13.8*, 14.5, 4.8, 29.6, -1.8
Fc1cccc2sc(Nc3nc4ccccc4s3)nc12
 : -2.5, -5.0, 16.1, 39.3, 27.6*, -1.2, -1.2, 8.9, -4.9
CCN(CC(=O)Nc1ccccc1C(=O)OC)S(=O)(=O)c1ccc(OC)cc1
 : 9.1, -1.0, 13.8, -2.9, -0.8, 25.1, 12.2, -13.7, 0.7
CC(C)Oc1ccc(CNC(=O)c2cc(S(=O)(=O)N3CCOCC3)cn2C)cc1
 : 11.7, -2.1, 10.0, -0.6, -3.0, 9.3, -12.9, 7.4, -3.7
COC(=O)/C(=C\Nc1ccc(Cl)c2ccccc12)c1ncc(C(F)(F)F)cc1Cl
 : 3.4, -3.0, 11.7, 8.4, -0.1, 12.1, 0.6, -11.0, -3.7
CCOC(=O)C1=C(C)Nc2ccccc2N=C1NC(=O)c1cccc(S(=O)(=O)N(C)C)c1
 : 6.0, -1.0, 13.0, -1.4, -1.7, 9.9, -8.3, -1.5, 1.8
COc1ccc(-c2cc(-c3ccccc3O)[nH]n2)cc1
 : 22.2, -3.0, 1.2, 2.9, 3.2, 68.9*, 15.1, 25.3, -3.9
O=C(NCc1nc(-c2ccc(Cl)cc2)no1)c1ccco1
 : -10.1, -1.4, -7.6, -0.9, 1.4, 10.7, 14.7, -25.6, -0.6
O=C(COC(=O)CSc1ccc(Cl)cc1)NCCc1ccccc1
 : 15.9, -1.6, 8.4, -1.3, -0.9, 10.4, 8.5, 10.4, -0.3
Cc1cc(C)n(/N=C\c2c(O)ccc3ccccc23)c(=O)c1C(N)=O
 : 24.6, -4.3, 7.4, -0.2, 1.2, 26.8, 3.9, 14.3, -1.9
CCCCCCSc1ccc(-c2nc3ccc(C)cn3c2NCc2ccccc2)cc1
 : -4.1, -6.7, 2.7, -0.1&8.8, -4.5, 9.8, 26.1, -4.7, -8.1
COc1ccc(N(CC(=O)NCc2ccc3c(c2)OCO3)S(=O)(=O)c2c(C)nn(C)c2C)cc1
 : 8.4, 0.0, 0.0, -2.1, 0.1, 17.2, -5.1, 12.3, 1.2
CCCOc1ccc(C(=O)Nc2ccc(C)cc2[N+](=O)[O-])cc1
 : -11.2, -1.3, 4.1, 1.8, ·, 6.3, 11.7, -4.9, -2.9
O=C(O)c1ccccc1NC(=S)NC(=O)c1sc2ccccc2c1Cl
 : -11.7, -1.7, 11.9, -5.7, -1.2, 16.6, 16.8, 11.0, -3.9
Cc1ccc(C(=O)N/C(=C\C=C\c2ccccc2)C(=O)NCc2ccco2)cc1
 : 4.5, -4.2, 7.1, -0.6, -0.9, 17.5, 25.3, -6.7, -3.0

Hits appear at their usual frequency. About 7.2% of those tested had a hit in this group.
